mHTT CaM bind = inhibitors of human mutant huntingtin-calmodulin interaction. P42858. AlphaScreen His-mHTT/GST-CaM binding, luminescence. inhibition, % at 15 µM. 190,000 tested, 3.6% active. AID 1671202;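 also: 0% = both proteins with DMSO and 100% = one protein alone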
Pf apPOL inh = Pf-apPOL DNA polymerase inhibition; Recombinant Pf-apPOL, molecular beacon fluorescence, 1.5 h; inhibition, % at 10 µM; 210,000 tested, 0.25% active; AID 1794808
* = called active by the depositor; i = inactive; x = no result given; & = joins results of further samples. Rule as the data show it: active = inhibition above about 50%; inactive = the rest. Random draw from the library. About 3.5% of those tested had a hit in this group.

canonical_smiles,mHTT CaM bind,Pf apPOL inh
CCn1cnc2ccc(-c3noc(Cc4ccccc4C)n3)cc21,30,-3
Cc1ccc(N=Cc2c(C)[nH]n(-c3ccc(C)c(C)c3)c2=O)cc1,6,0
Cc1cccc2sc(NC(=O)CCCN3C(=O)c4cccnc4C3=O)nc12,24,-62
O=C(C1CCCO1)N1CCc2ccc(NS(=O)(=O)c3ccc(F)c(Cl)c3)cc21 (stereo not given),6,-6
CCCC(=O)Nc1ccc(NC(=O)c2ccc(Cl)c(Cl)c2)cc1,-3,4
COc1cccc(C(C)NC(=O)c2cc(C)on2)c1 (stereo not given),-2,-3
Cc1cc(OCC(=O)NCc2ccccc2)nc(N2CCCC2)n1,-1,-1
COc1ccccc1C(CC(=O)Nc1nccs1)c1ccc2c(c1)OCO2 (stereo not given),14,2

The last 4 records of the section above come first, to join the parts.
canonical_smiles,mHTT CaM bind,Pf apPOL inh
CCCC(=O)Nc1ccc(NC(=O)c2ccc(Cl)c(Cl)c2)cc1,-3,4
COc1cccc(C(C)NC(=O)c2cc(C)on2)c1 (stereo not given),-2,-3
Cc1cc(OCC(=O)NCc2ccccc2)nc(N2CCCC2)n1,-1,-1
COc1ccccc1C(CC(=O)Nc1nccs1)c1ccc2c(c1)OCO2 (stereo not given),14,2
O=C(O)c1ccc(O)c(C=Nc2ccc3oc(-c4cccc(Cl)c4)nc3c2)c1,-5,-1
CCCCOC(=O)Nc1cc([N+](=O)[O-])ccc1C,-3,-1
CCCOc1ccccc1/C=C1\SC(=Nc2cccc(C(=O)O)c2)NC1=O,21,-4
Cc1cs/c(=N\N=C\c2ccc(OCc3ccccc3)cc2)n1N,i,x
CS(=O)(=O)c1cccc(S(=O)(=O)N2CCN(c3cccc(Cl)c3)CC2)c1,2,-2
Cc1ccc(C(=O)NCC2CCN(c3cc(-c4ccncc4)[nH]n3)CC2)cc1,7,-8
Cc1cc(C(=O)N/N=C\c2ccco2)c(C)o1,i,x
Cc1oc2cc(Br)c(OCC(=O)OC(C)(C)C)cc2c1C(=O)OC(C)C,-46,-2

canonical_smiles,mHTT CaM bind,Pf apPOL inh
CC1(C)Cc2c(sc3c2c(=O)n(C2CCCCC2)c2nnnn32)CO1,5,2
O=C1Nc2ccc(Cl)cc2/C1=c1\sc2n(c1=O)CN(c1cccc(Br)c1)CN=2,52*,-6
COc1ccc(S(=O)(=O)NCC2CCC(C(=O)NCc3cccnc3)CC2)cc1 (stereo not given),1,-2
O=C(c1cccc(Br)c1)N1N=C2CCCCCC2C1(O)C(F)(F)F (stereo not given),-31,3
N#Cc1c(NCc2cccs2)ccc([N+](=O)[O-])c1NCc1cccs1,x,2
CC1CCN(C(=O)C2c3ccccc3CCN2CC(=O)NCc2cc(F)cc(F)c2)CC1 (stereo not given),12,-6
COc1ccc(C(=O)NCc2nnc(SCC(=O)Nc3nnc(C)s3)o2)cc1,-15,6
CC12CC(NC(=O)N1c1cccc(C(=O)O)c1)c1cc(Br)ccc1O2 (stereo not given),-1,0

canonical_smiles,mHTT CaM bind,Pf apPOL inh
O=C(Nc1ccc(I)cc1)c1nsc(Cl)c1Cl,-10,1
C=CCOC(=O)COc1cc2occ(-c3ccc4c(c3)OCCO4)c(=O)c2cc1CC,-10,0
CCCCCC1C(O)CC(c2ccccc2)N(C)C1c1ccccc1 (stereo not given),x,10&-2
CCN(CC)C(=O)c1n[nH]c2c1CN(C(=O)Cc1cccc(C)c1)CC2,3,-1
O=C(Nc1nnc(-c2ccc(Cl)c(Cl)c2)s1)c1ccco1,-4,-6
COc1ccccc1C=Nc1ccc(S(=O)(=O)Nc2ccccn2)cc1,-7,0
COc1cc(NC(C)=O)ccc1NC(=O)c1ccco1,-5,-2
COc1cc2c(cc1OC)C(C(=O)Nc1ccc(C)c(F)c1)C(c1cccs1)N(C)C2=O (stereo not given),19,-1

canonical_smiles,mHTT CaM bind,Pf apPOL inh
CCCc1cc(=O)n(CC(=O)N2CCN(c3ccc(F)cc3)CC2)cn1,-11,-10
Cc1ccc(C2C(C#N)=C(N)N(c3ncn[nH]3)C3=C2C(=O)CC(C)(C)C3)cc1 (stereo not given),-6,1
CSc1ccc(NC(=O)c2ccc(S(=O)(=O)N3CCCCC3)cc2)nn1,-18,-4
Cc1onc(-c2c(Cl)cccc2Cl)c1CSC(=S)N(C)C,x,3
Cc1cc(Nc2cccc(F)c2)nc(N2CCOCC2)n1,-4,-6
O=C(Nc1ccccc1)Nc1ccccc1C#Cc1ccccc1,0,0
COC(=O)C1Cc2cc(Cl)ccc2C(=O)O1 (stereo not given),-4,0
CC1CCN(CCCNC(=O)Cc2cn(C)c3ccccc23)CC1,-2,-5

canonical_smiles,mHTT CaM bind,Pf apPOL inh
COc1cccc(C(=O)N2CCCC2(C)CO)c1 (stereo not given),-3,-3
Cc1nc(Cn2cccc2C(=O)NC2CCCc3ccccc32)no1 (stereo not given),8,2
O=C1CSC(c2cc3c(cc2[N+](=O)[O-])OCO3)N1c1ccc(F)c(Cl)c1 (stereo not given),29,1
COc1cccc(N=Cc2cc(OC)c(OC)c(OC)c2)c1,x,7&-16
COC(=O)c1sc2cc(Cl)ccc2c1OC(C)C,x,-10
O=S(=O)(Oc1cccc2cccnc12)c1ccc(-c2ccon2)s1,x,4
O=C(NCc1csc(C2CCN(C(=O)Cc3ccccc3Cl)CC2)n1)C1CC1,15,3
CCCCOc1ccccc1NC(=O)c1ccc(C)c(C)c1,-62,-4

canonical_smiles,mHTT CaM bind,Pf apPOL inh
Cc1c(Cl)cccc1NC(=O)Cn1ccc2c(=O)[nH]ccc21,15,14
N/C(=N\OC(=O)Oc1ccccc1)c1ccncc1,i,-9
CCNC(=O)c1cn2ccnc(-c3ccc(OC)cc3)c2n1,6,7
CN(C)CCCNC(=O)NC1(C(F)(F)F)Oc2ccccc2O1,1,5
c1cn(-c2cc(N3CCCCCC3)ncn2)cn1,-13,-2
COc1ccc(/C=C2/N=C(c3ccc(Cl)c(Cl)c3)OC2=O)c(OC)c1OC,1,-3
O=C(NCc1cccc(F)c1)C1c2ccccc2CCN1C(=O)C1CC1 (stereo not given),1,-2
COc1ccccc1NS(=O)(=O)c1ccc(Cl)c(C(=O)Nc2cccc([N+](=O)[O-])c2)c1,28,-1

Full records as entered above. Order of screens: mHTT CaM bind	Pf apPOL inh
c1cn(-c2cc(N3CCCCCC3)ncn2)cn1 across the screens: -13	-2
Cc1c(Cl)cccc1NC(=O)Cn1ccc2c(=O)[nH]ccc21 across the screens: 15	14
COc1ccccc1NS(=O)(=O)c1ccc(Cl)c(C(=O)Nc2cccc([N+](=O)[O-])c2)c1 across the screens: 28	-1
CN(C)CCCNC(=O)NC1(C(F)(F)F)Oc2ccccc2O1 across the screens: 1	5
N/C(=N\OC(=O)Oc1ccccc1)c1ccncc1 across the screens: i	-9

Remaining list, next part:
canonical_smiles,mHTT CaM bind,Pf apPOL inh
O=C(Cc1cccc(C(F)(F)F)c1)Nc1cccn2nc(C3CC3)nc12,13,0
CC1(C)CC2CC(C)(CN2c2ccc(C(=O)O)cc2[N+](=O)[O-])C1 (stereo not given),12,-2
CC(=O)N1CCc2cc(S(=O)(=O)NCCn3nc(-c4cccs4)ccc3=O)ccc21,-8,-4
CCN1CCN(S(=O)(=O)c2cc(Br)cc3c2N(C(=O)C2CC2)CC3)CC1,5,-8
Cc1ccc(-c2noc(Cc3nnc(-c4ccc(C)c(C)c4)o3)n2)cc1,-11,-6
C=CCn1cnc2c1c(=O)n(C(C)C)c(=O)n2-c1ccc(F)c(F)c1,1,-4
Cc1cc(C(=O)NCc2ccccn2)c(C)n1CCN(C)C,8,-7
O=C1CCSCC(C(=O)NCC2CCCO2)N1 (stereo not given),-1,0

Each structure is followed by: mHTT CaM bind, Pf apPOL inh
- O=C(OCc1ccc([N+](=O)[O-])cc1)c1ccc(F)c(Cl)c1
  x, 0
- O=C1OC(c2cccc(Br)c2)=N/C1=C\c1ccccc1Cl
  2, -6
- COc1ccc(-c2cc(C(=O)NCc3cccc(Cl)c3)no2)cc1
  -12, -1
- Cc1ccc(S(=O)(=O)N2CCC3(CC2)OCCN3S(=O)(=O)c2ccccc2)cc1
  0, 2
- COc1ccccc1CNC(=O)C1CCN(C(=O)c2cc3ccsc3[nH]2)CC1
  12, -4
- O=S(=O)(Nc1ccc(Cn2cncn2)cc1)c1cccc(Cl)c1
  2, 1
- CCOc1cccc(CN(CC)Cc2ccccc2)c1O
  -6, -3
- COc1ccc(-n2nc3c(c2NC(=O)COc2ccc(Cl)cc2Cl)CSC3)cc1
  4, 3
- CC1CCN(Cc2c(O)ccc3c2OC(=Cc2cccnc2)C3=O)CC1
  9, -3
- Cc1ccc(O)c(C2=NCCNC(C(F)(F)C(F)F)=C2)c1
  7, 59*

Each structure is followed by: mHTT CaM bind, Pf apPOL inh
- CC(=O)Nc1ccc2nc(N3CCC(C(=O)N4CCCCCC4)CC3)cc(C)c2c1
  19, -2
- NC(=O)CC(CC(N)=O)c1c(Cl)cccc1Cl
  x, -8
- COc1cccc(NC(=O)N2CCCC2c2nc(-c3ccc(F)cc3F)no2)c1 (stereo not given)
  -5, 1
- CC(C)c1ccccc1NC(=O)c1ccc(Br)o1
  -6, -2
- CC(C)(C)c1ccc(Oc2c(C(F)(F)F)oc3cc(O)ccc3c2=O)cc1
  4, -2
- COc1ccc(C2C(=C(O)c3cc(C)ccc3C)C(=O)C(=O)N2CCN(C)C)cc1 (stereo not given)
  5, -5
- O=C(Nc1ccc(-n2nc(C(F)(F)F)cc2C(F)(F)F)cc1)c1ccncc1F
  x, 12
- COc1ccc(Nc2nc(-c3ccc(Cl)c(Cl)c3)cs2)cc1
  40, -6
- COc1ccccc1-c1noc(C2CCCN2C(=O)NCC(C)C)n1 (stereo not given)
  -9, -4
- COc1ccccc1CCC(=O)Nc1nnc2ccccn12
  -2, -5

Each structure is followed by: mHTT CaM bind, Pf apPOL inh
- COc1cc(NC(=O)N2CC(C)Oc3ccccc32)cc(OC)c1OC (stereo not given)
  0, -7
- CC(C)CCNC(=O)C1(C)CCC(=O)N1CCc1ccccc1 (stereo not given)
  -7, -6
- CC(C)(C)NS(=O)(=O)c1cc(Cl)ccc1Cl
  -2, -4
- COc1cccc(OCC(O)CN2CC(C)CC(C)C2)c1 (stereo not given)
  -3, -6
- O=C(CC1CCCC1)NCCC1CCN(C(=O)NC2CCCCC2)CC1
  6, -4
- CCc1cc(C2CCCN2C(=O)NCc2ccc(F)cc2)on1 (stereo not given)
  -12, 4
- COc1cc(Cl)c(C)cc1NC(=O)c1cncc(Br)c1
  -4, 9
- COc1cccc2c(=O)c(C(=O)NN)c[nH]c12
  0, 5
- NC(CSc1ccccn1)=NO
  x, -7
- O=C(c1ccn2c(-c3cc(F)cc(F)c3)nnc2c1)N1CCCCC1
  2, -5

Each structure is followed by: mHTT CaM bind, Pf apPOL inh
- COc1ccc(OC)c(C2C3=C(CC(C)(C)CC3=O)Nc3ncnn32)c1 (stereo not given)
  -1, -3
- CC1CN(C)CCN1CC1CCN(C(=O)CCC2CCCC2)CC1 (stereo not given)
  0, 0
- Cc1ccc(C2CCCN2C(=O)Nc2ccccc2Br)cc1 (stereo not given)
  -16, -2
- COc1cc([N+](=O)[O-])ccc1NC(=O)c1cnc2n(c1=O)CCS2
  -3, -3
- COc1nn(C)cc1C(=O)NCC(O)c1ccc(C(F)(F)F)cc1 (stereo not given)
  -17, -20
- O=Cc1cn(CC(=O)NCC2CCCO2)c2ccccc12 (stereo not given)
  0, 1
- CCCC1c2ccc(C)n2CCN1C(=O)Nc1ccccc1OCC (stereo not given)
  5, 5
- O=C(Cc1ccccc1)Nc1ccc(-c2nc3ncccc3o2)cc1
  -6, 0
- Brc1cccc(C=Nc2ccc(N3CCOCC3)cc2)c1
  14, 0
- CCOc1ccc(CNC(=O)c2cc3c(s2)CCN(C(=O)c2ccccc2)C3)cc1
  12, -5

Each structure is followed by: mHTT CaM bind, Pf apPOL inh
- C(=NC(N=Cc1ccccc1)c1ccccc1)c1ccccc1 (stereo not given)
  -4, x
- CCOc1ccc(-c2cc(=O)c3cc(O)ccc3o2)cc1
  15, 2
- Cc1nc2c(C(=O)NC3CC3)cnn2c(C)c1Cc1ccccc1Cl
  58*, -6
- Cc1cccc(NC(=O)C2CCCN(c3nc4c(s3)c(C)nn4-c3ccccc3)C2)c1C (stereo not given)
  6, -1
- O=c1c(C=NC2CCCCC2)c(C(F)(F)F)[nH]n1-c1ccc([N+](=O)[O-])cc1
  8, 0
- CC(C)c1ccc(NC(=O)c2cccc([N+](=O)[O-])c2)cc1
  1, -4
- CC1C=CCC2C(=O)N(c3ccc4c(c3)OCO4)C(=O)C12 (stereo not given)
  4, -4
- CCc1nnc(C2CCN(C(=O)c3cc(C)on3)CC2)s1
  -10, 3
- C[C@@H]1COc2cccc(N3CCCC3)c2S(=O)(=O)N1C
  -11, -6
- O=C1C(=O)N(CCCO)C(c2ccc(Cl)cc2)C1=C(O)c1ccccc1 (stereo not given)
  8, -5

Each structure is followed by: mHTT CaM bind, Pf apPOL inh
- Cc1cccc(C)c1NC(=O)CSC(=O)c1ccc([N+](=O)[O-])cc1
  x, -5
- CC(O)(CNC(=O)C(=O)Nc1ccccc1Cl)c1ccco1 (stereo not given)
  -14, -2
- Cc1cc(N2CCN(C)CC2)nc2ccc(NC(=O)c3cccc(C(F)(F)F)c3)cc12
  2, -3
- COc1ccccc1NC(=O)c1c(C)c(-c2ccccc2)nc2ccccc12
  18, 5
- CCCN(CCC)C(=O)c1ccc(OC)cc1
  -16, 0
- COc1ccc(/C=C2/N=C(c3cc(Cl)ccc3Cl)OC2=O)c(OC)c1
  2, 5
